# Insulin prom inh: TRM-6 insulin promoter activity inhibition. TRM-6 cells (human fetal islet line), insulin promoter-eGFP reporter, imaging; reporter expression induced with tamoxifen. inhibition, % at 2 µM. 130,000 compounds, 0.9% hits. AID 1273;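 active means inhibition above the mean plus 3 SD, with well images judged a real hit on visual review, cut at about 60% in these data, passing the limit was not always enough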
# SDO1 yeast rescue: sdo1-depleted yeast growth rescue; z-score at 10 µM; S. cerevisiae sdo1-depleted JHY4D growth rescue, OD600 30 h; stronger effect = higher value; pdr5 snq2 efflux-pump mutant strain; AID 817; 140,000 compounds, 0.21% hits;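 active means z-score above 3 at both the 24 hr and the 30 hr optical density reads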;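 further: z-score against mean and SD of all compound wells on the same plate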
# SDO1 yeast rescue Rescue 24 h: also measured in SDO1 yeast rescue; calls as there; z-score; S. cerevisiae sdo1-depleted JHY4D growth rescue, OD600; measured here: growth rescue at 24 h;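 0 is the plate mean of compound wells and units are plate SD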
# Starred values were filed as active, the others as inactive; i = inactive; / = no result given.
# Every second line gives: Insulin prom inh	SDO1 yeast rescue	SDO1 yeast rescue Rescue 24 h
- Cn1nc([N+](=O)[O-])c2c(-c3nc4ccccc4s3)c(N)n(C3CCCCC3)c2c1=O
    -23	-0.65	-0.03
- COC(=O)CNC(=O)c1ccc(C)s1
    30	0.44	0.82
- CC(C)=C1C2CCC1C1C(=O)N(c3ccc4c(c3)OCO4)C(=O)C21 (configuration not stated)
    29	1.1	0.54
- COc1ccc(/C=C/C(=O)Nc2nc(C)cc(C)n2)cc1OC
    -38	1.2	1.7
- Cc1cc(C)c2c(N)c(C(=O)N3CCN(c4ncccn4)CC3)sc2n1
    28	-0.45	-0.54
- COc1ccc(-c2ccc3ccccc3n2)cc1
    -40	/	/
- Cc1ccc(C)c(N2CCN(C(=S)Nc3ccc4nc(N5CCOCC5)cc(C)c4c3)CC2)c1
    18	/	/
- COc1ccc(S(=O)(=O)N2Cc3ccccc3CC2C(=O)Nc2nccs2)cc1OC (configuration not stated)
    -32	-0.37	-0.34
- CCCn1c(-c2ccc(OC)cc2)nc2nc3ccccc3nc21
    17	-1.7	-1.5
- Cc1cc(C)nc(NS(=O)(=O)c2ccc(Br)s2)c1
    /	-0.68	-0.45
- COc1ccc(CCCc2nnc(SCC(=O)Nc3nc(C)cs3)n2C)cc1
    -3	-0.6	-0.5
- COc1ccc(C2=C(O)C(C)N(c3ccccc3)C2=N)cc1OC (configuration not stated)
    57	-0.07	-0.63
- Cc1ccc(Oc2c(C(N)=O)cc([N+](=O)[O-])cc2[N+](=O)[O-])cc1
    -15	-1.4	-0.68
- COc1ccc(C)cc1-n1nnnc1SCC1CCCCO1 (configuration not stated)
    -13	-0.48	-0.61
- O=C1CCCCCN1C(=O)c1cccc(C(=O)N2CCCCCC2=O)c1
    /	-0.16	-0.56
- COc1ccccc1NC(=O)NC1(C(=O)N2CCCCCC2)CCCCC1
    -28	0.78	0.73
- O=C(O)CCC(=O)OCC1CCCO1 (configuration not stated)
    /	1.1	1.8
- Cc1ccc(NS(=O)(=O)c2cn(C)cn2)cc1
    32	1.1	1
- O=C1C2C3C=CC(C3)C2C(=O)N1/N=C/c1ccc(-c2ccccc2[N+](=O)[O-])o1 (configuration not stated)
    7	-0.86	-2
- Oc1ccc(/C=N/NC(=S)Nc2cccnc2)cc1O
    -14	0.2	-0.25
- COc1ccccc1N1CCN(CC(=O)N2N=CCC2c2ccccc2)CC1 (configuration not stated)
    -66	0.88	0.27
- CNC(=O)c1[nH]cnc1C(=O)Nc1cccc(OC)c1
    29	0.21	-0.53
- O=C(c1ccc(Cl)cc1)c1oc2ccccc2c1CS(=O)(=O)c1ccccc1
    -22	-1.1	1.7
- CCCCCCCCCCNC(=O)C(=O)Nc1ccccn1
    -8	-0.32	-0.73
- COc1ccc(C(CC(=O)O)NC(=O)c2cc3cc(Br)ccc3oc2=O)cc1OC (configuration not stated)
    -18	/	/
- Cc1ccc(NC(=O)Cc2nc(CCl)cs2)cc1
    -27	0.01	-0.2
- CC(C)(C)NC(=O)CSc1nnc(-c2ccccn2)n1-c1ccccc1
    /	-0.26	-0.04
- CCNc1nc(NCC)n2c(SCC(=O)c3ccccc3Cl)nnc2n1
    21	/	/
- COc1cccc(CN(C)CC(=O)NC(=O)NCc2ccccc2)c1
    -7	-0.34	-0.49
- Cc1ccc(Cn2ncc3c(N4CCN(c5ccc(C)cc5)CC4)ncnc32)cc1
    /	0.29	0.81
- O=C(O)Cn1c(SC2CCCCC2)nc2ccccc21
    /	-0.4	-0.69
- COc1cc([N+](=O)[O-])ccc1NC(=O)/C=C/C(=O)O
    21	/	/
- COc1ccc(-c2cnc(SCC(=O)Nc3cc(C)on3)n2Cc2ccco2)cc1
    -48	-1.9	-1.3
- Cc1ccc(NC(=S)N/N=C2\CC(C)(C)Oc3ccc(O)cc32)cc1
    12	-0.56	-0.94
- CCCCCCn1c(N)c(C#N)c2ccc([N+](=O)[O-])cc2c1=O
    33	/	/
- Cc1ccc(S(=O)(=O)Nc2nc3ccccc3nc2N2CCN(c3ccccc3F)CC2)cc1
    57	-0.16	-0.43
- COCCn1c(COc2ccc(OC)cc2)nc2ccccc21
    25	-0.62	-1.5
- O=C(CS(=O)(=O)c1ccccc1)Nc1ccccn1
    21	/	/
- COc1ccc(-c2nnc(SCC(=O)NC(=O)NCc3ccco3)o2)cc1
    46	0.65	0.08
- Cc1csc(NC(=O)CCNC(=O)c2ccccc2Cl)n1
    12	/	/
- S=C(NCCc1ccccc1)Nc1ccc(Cl)cc1
    6	-0.9	-0.68
- Cc1ccccc1C(=O)/C=C1/SCC(=O)N1C
    24	/	/
- CC(=O)Nc1ccc(OC(=O)c2cc([N+](=O)[O-])ccc2Cl)cc1
    27	-1.2	-0.71
- COc1ccc(C2NC3=C(CCC3)C3(C#N)C4(N=C(N)C23C#N)OCCO4)cc1 (configuration not stated)
    /	0.78	0.64
- COc1cc(C(=O)NCC(=O)OCc2ccccc2Cl)cc(OC)c1OC
    26	/	/
- CCN(CC)C(=O)Oc1ccccc1NC(C)=O
    -225	-0.36	-0.73
- O=C(CCNS(=O)(=O)c1ccc(Br)s1)NCc1ccccc1
    6	/	/
- O=C(c1ccco1)N1CCN(C(=O)c2ccc(COc3ccc(Cl)cc3Cl)o2)CC1
    -12	/	/
- Nc1cccc(C(=O)Nc2ccc(N)cc2Cl)c1
    10	0.66	0.96
- CCCCN(CC)CCNS(=O)(=O)c1ccc2c(c1)oc(=O)n2C
    /	0.59	0.35
- CCN(CC)P(=O)(Nc1ccccc1Br)c1ccc(N(C)C)cc1NC(=O)c1ccco1 (configuration not stated)
    -57	/	/
- CCc1ccc(-c2cc(C(=O)Nc3c(C)n(C)n(-c4ccccc4)c3=O)c3ccccc3n2)s1
    /	-0.98	-0.05
- Cc1ccc(S(=O)(=O)Cn2cnnn2)cc1
    /	0.41	-0.92
- O=C(CSc1nnc(-c2c[nH]c3ccccc23)o1)N1CCCCC1
    /	0.29	0.5
- CCCCC(=O)Nc1ccc(C(=O)N2CCC(C(=O)OCC)CC2)cc1
    14	1.8	1.9
- O=C(Nc1ccc(N2CCCCC2)c(Cl)c1)c1ccc(N2CCOCC2)c([N+](=O)[O-])c1
    17	-1.5	-0.81
- CCC(=O)Nc1cccc(NC(C)=O)c1
    26	1.6	1.4
- CCn1c(SCC(=O)N/N=C/C=C/c2ccco2)nnc1-c1ccccc1
    27	1.2	1.1
- N#Cc1c(N2C(=O)C3C4C=CC(C4)C3C2=O)sc2c1CCC2 (configuration not stated)
    -30	0.07	1.2
- COc1cc(/C=C/C(=O)Nc2nc3ccc(S(=O)(=O)N(C)C)cc3s2)cc(OC)c1OC
    37	0.57	2.2

# Continuation.
# Every second line gives: Insulin prom inh	SDO1 yeast rescue	SDO1 yeast rescue Rescue 24 h
- CCC(CC)C(=O)NCCNC(=O)C(CC)CC
    55	1.2	0.96
- CC(Oc1ccc(Cl)cc1Cl)c1nc(-c2ccc(NC(=O)c3ccncc3)cc2)no1 (configuration not stated)
    23	-1.3	0.11
- CCOC(=O)c1ccc(NC(=O)N2CCCCC2)cc1
    35	-0.79	-0.61
- CC(Sc1nnnn1C)C(=O)NC(=O)NC1CCCCC1 (configuration not stated)
    36	/	/
- O=C(C1CCN(S(=O)(=O)c2cnc[nH]2)CC1)N1CCN(Cc2ccc3c(c2)OCO3)CC1
    /	0.41	0.02
- COc1cc(C(=O)NCC2CCCO2)cc(OC)c1OC (configuration not stated)
    i	2.3	2.8
- CC1=Nn2c(nnc2-c2ccc(F)cc2)SC1
    -54	1.5	2.2
- Nc1c(N=Nc2cccc(Cl)c2)c(=O)[nH]n1-c1ccccc1
    /	-0.53	-0.16
- CCC(=O)N(Cc1cc2cccc(C)c2[nH]c1=O)c1ccccc1OC
    -3	0.08	0.06
- N#Cc1cc2c(nc1SCC(=O)Nc1sc3c(c1C#N)CCC3)CCCCCC2
    20	-1.2	-0.66
- Cn1c(SCC(=O)NCc2ccco2)nnc1-c1c[nH]c2ccccc12
    /	0.74	0.45
- CCCCCCCCOC1OC(CO)C(O)C(O)C1NC(C)=O (configuration not stated)
    23	2.1	2.3
- C[C@@H](C(=O)NCc1ccccc1)[C@H]1C[C@]1(C)[C@H](NC(=O)OCc1ccccc1)c1ccccc1
    -15	-0.62	-0.99
- CCOc1ccccc1NC(=O)c1ccc(Cl)c(NC(=O)CC(c2ccccc2)c2ccccc2)c1
    -58	0.86	1.4
- COc1ccc(CN2CCOCC2)cc1Br
    30	0.6	-0.06
- CCOC(=O)c1c(NC(=O)c2nn(CC)cc2Br)sc(C)c1C
    13	-0.92	-0.08
- O=C1/C(=C/c2ccc([N+](=O)[O-])cc2)C=C(c2ccccc2)N1c1ccc(O)cc1
    12	-1.8	-0.52
- O=C(NNC(=O)C1CCCO1)c1ccc(Cl)cc1 (configuration not stated)
    43	0.99	0.25
- O=C(CN1C(=O)CCC1=O)c1ccc(-c2ccccc2)cc1
    /	0.08	0.24
- COc1ccc(-n2c(SCc3ccc(C#N)cc3)nnc2-c2ccccn2)cc1
    45	-0.29	0.09
- CC(=O)c1c(C)oc(C)c1CSCc1ccc(C(=O)O)o1
    /	0.02	-0.1
- Cc1ccc(C(=O)N/C(=C\c2cccs2)C(=O)NCCCn2ccnc2)cc1
    20	0.7	0.13
- Cc1ccccc1OCC(O)Cn1c(NCc2ccco2)nc2c1c(=O)[nH]c(=O)n2C (configuration not stated)
    -7	-0.1	-0.49
- CCN(CC)CC(=O)c1c[nH]c2ccc(C)cc12
    17	0.05	-0.73
- CC1CCN(S(=O)(=O)c2ccc(N/N=C(/C#N)C(N)=O)cc2)CC1
    -23	1.1	0.88
- COc1cc(C(=O)NCCc2c[nH]c3ccccc23)ccc1OCc1c(C)noc1C
    33	/	/
- CCOC(=O)N1CCN(c2nc3ccccc3nc2C(C#N)C(=O)NCCc2ccccc2)CC1 (configuration not stated)
    12	-1.2	-1.4
- CN(C)CC1(c2ccccc2)CCCC1
    -15	-0.05	-0.14
- Cc1nc(NCc2ccccc2)sc1C(=O)Nc1ccccc1
    -17	/	/
- CCCNc1nc(NCC)nc(OC)n1
    31	-0.21	-0.5
- COc1cccc(NC(=O)CSc2nnc(CN3CCOCC3)n2C)c1
    21	0.53	-0.82
- S=C(Nc1ccc(Cl)c(Cl)c1)NN1CCOCC1
    /	-0.12	-0.81
- CC(=O)c1ccc2noc(-c3ccc(Cl)cc3)c2c1
    45	/	/
- CCOC(=O)C1Cc2ccccc2CN1 (configuration not stated)
    /	-0.24	-0.55
- COc1ccc(CCNC(=O)C(=O)N2CCCCC2)cc1OC
    -219	-0.35	-0.7
- Fc1ccc(-c2cc(C(F)(F)F)nc(NCc3cccs3)n2)cc1
    -66	0.47	1
- Cc1ccc(NC(=O)CCCC(=O)O)c(Br)c1
    /	1.9	2.4
- COc1cccc(CNC(=O)c2ccccc2N)c1
    47	0.59	0.16
- C/C(CC(=O)N1CCN(C=O)CC1)=N\NC(=O)c1cc2ccccc2cc1O
    14	0.87	0.9
- CCOc1ccccc1NC(=O)C(OC(=O)c1ccccc1O)c1ccccc1 (configuration not stated)
    -50	-1.5	0
- O=C(CCN1CCCCCC1)c1ccccc1
    -14	1.4	1.6
- CCCOC(=O)c1ccc(NC(=O)CCOc2ccccc2)cc1
    -32	-1.5	-1.5
- Cc1csc(NC(=O)c2cc3c(s2)CCCCC3)n1
    8	-2.2	-1.6
- COc1ccc(OC)c(/C=N/NC(=O)c2ccc(Cn3cc([N+](=O)[O-])cn3)o2)c1
    7	0.27	-0.37
- CCNC(=S)NNC(=O)c1cc(-c2cc(C)ccc2C)nc2ccccc12
    /	-1.2	-1.2
- CC1SC(c2ccccc2)N(CC(O)c2ccc([N+](=O)[O-])cc2)C1=O (configuration not stated)
    -12	/	/
- Cc1cc(=O)oc2cc(OC(=O)c3cncc(Br)c3)ccc12
    0	/	/
- c1ccc(Nc2nc(-c3cccnc3)cs2)nc1
    0	-0.24	-0.58

# Already shown: 13 of the compounds above.
# Every second line gives: Insulin prom inh	SDO1 yeast rescue	SDO1 yeast rescue Rescue 24 h
- Fc1ccc(-c2cc(C(F)(F)F)nc(NCc3cccs3)n2)cc1
    -66	0.47	1
- Cc1ccc(NC(=O)CCCC(=O)O)c(Br)c1
    /	1.9	2.4
- COc1cccc(CNC(=O)c2ccccc2N)c1
    47	0.59	0.16
- C/C(CC(=O)N1CCN(C=O)CC1)=N\NC(=O)c1cc2ccccc2cc1O
    14	0.87	0.9
- CCOc1ccccc1NC(=O)C(OC(=O)c1ccccc1O)c1ccccc1 (configuration not stated)
    -50	-1.5	0
- O=C(CCN1CCCCCC1)c1ccccc1
    -14	1.4	1.6
- CCCOC(=O)c1ccc(NC(=O)CCOc2ccccc2)cc1
    -32	-1.5	-1.5
- Cc1csc(NC(=O)c2cc3c(s2)CCCCC3)n1
    8	-2.2	-1.6
- COc1ccc(OC)c(/C=N/NC(=O)c2ccc(Cn3cc([N+](=O)[O-])cn3)o2)c1
    7	0.27	-0.37
- CCNC(=S)NNC(=O)c1cc(-c2cc(C)ccc2C)nc2ccccc12
    /	-1.2	-1.2
- CC1SC(c2ccccc2)N(CC(O)c2ccc([N+](=O)[O-])cc2)C1=O (configuration not stated)
    -12	/	/
- Cc1cc(=O)oc2cc(OC(=O)c3cncc(Br)c3)ccc12
    0	/	/
- c1ccc(Nc2nc(-c3cccnc3)cs2)nc1
    0	-0.24	-0.58

# Screens deposited in PubChem BioAssay by several laboratories.

# Not all compounds are listed; the hit share may differ from the screen's.
